GPR55 antagonists: GPR55 antagonists blocking LPI-driven arrestin recruitment, primary screen, imaging, U2OS, beta-arrestin-GFP, LPI agonist (AID 2013). U2OS GPR55 beta-arrestin-GFP translocation imaging, LPI antagonism; higher % means a stronger effect. inhibition, % at 10 µM, or IC50 in µM where a hit was titrated. actives 0.13% (n = 290,000);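 active = spots per cell inhibited over 60%, with over 100 cells counted and total cytoplasm intensity under 500,000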;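 also: U2OS cells stably carrying GPR55 and arrestin-GFP stimulated by 5 µM LPI near EC80; imaged beta-arrestin-GFP aggregate spots per cell after agonist stimulation; plate controls were LPI-stimulated DMSO wells for no effect and DMSO wells without LPI for full effect; some results filed as inactive read as strong as hits; confirmed hits need IC50 under 10 µM and bright autofluorescent wells are also inconclusive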
K1F lysis inhibition: protection from phage-mediated lysis, alamar blue read-out – E. coli UTI89, K1F phage, bacterial capsule biogenesis inhibitors (AID 488966) | E. coli UTI89 K1F phage lysis, alamar blue, 2 h; higher % means a stronger effect | inhibition, % at 100 µM; hits with a dose series show IC50 in µM | actives 0.02% (n = 340,000);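 active = phage lysis inhibition, versus mean bacterial control, above a set limit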;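 also: capsule biogenesis inhibitors block K1F phage lysis so surviving cells raise fluorescence; higher fluorescence means more inhibition of phage lysis; actives were called in the ten point dose series up to 300 µM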
GPR55 activation: GPR55 agonists via beta-arrestin recruitment, primary screen, imaging, U2OS cells, beta-arrestin-GFP redistribution (AID 1961). U2OS GPR55 beta-arrestin-GFP redistribution imaging; higher % means a stronger effect. activation, % at 10 µM, or EC50 in µM where a hit was titrated. actives 0.048% (n = 290,000);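 active = activation above 40% with more than 50 cells counted in the well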;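 also: U2OS osteosarcoma cells stably expressing GPR55 and beta-arrestin-GFP; plate controls were DMSO negative control for no effect and LPI positive control for full effect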
Dengue-2 NS5 capping: Dengue-2 NS5 methyltransferase inhibitors, primary screen, biochemical, confirmation dose response (AID 588689); Dengue-2 NS5 methyltransferase capping enzyme assay, biochemical; higher % means a stronger effect; one-dose inhibition, % at 25 µM; IC50 in µM for titrated hits; actives 0.3% (n = 340,000); in the data active = a potency from the dose series
NTR1 ag: NTR1-driven beta-arrestin-GFP spot formation – imaging, U2OS cells, high content, primary screen (AID 493036) | P30989 | agonist mode | actives 0.17% (n = 330,000) | activation, % at 20 µM;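 active = activation at or above 40% of the spot to cytoplasm intensity ratio, with at least 20 cells analyzed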;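 also: 0% = DMSO without peptide and 100% = 100 nM NTR1 peptide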
Target sequence (P30989 whole entry, looked up): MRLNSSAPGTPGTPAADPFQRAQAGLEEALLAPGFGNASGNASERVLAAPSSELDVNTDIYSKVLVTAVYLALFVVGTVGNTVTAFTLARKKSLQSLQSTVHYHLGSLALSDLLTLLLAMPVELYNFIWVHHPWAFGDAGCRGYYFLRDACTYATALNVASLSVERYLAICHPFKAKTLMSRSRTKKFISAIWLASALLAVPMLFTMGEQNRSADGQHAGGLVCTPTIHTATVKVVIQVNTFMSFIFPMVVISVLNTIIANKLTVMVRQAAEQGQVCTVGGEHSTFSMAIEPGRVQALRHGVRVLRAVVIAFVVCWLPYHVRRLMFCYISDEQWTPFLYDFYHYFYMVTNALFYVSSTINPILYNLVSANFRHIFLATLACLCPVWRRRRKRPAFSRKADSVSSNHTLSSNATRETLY
SIAH1 antagonists: blockers of Siah-1 interaction with plectin peptide – biochemical, fluorescence polarization, rhodamine-plectin, uHTS, primary screen (AID 1817); displacement, % at 20 µM, or IC50 in µM where a hit was titrated; Siah-1 / rhodamine-plectin peptide fluorescence polarization; higher % means a stronger effect; actives 0.02% (n = 290,000);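 active = displacement of at least 50% at 20 µM, with a fluorescence ratio check between 0.3 and a set limit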;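 also: plate controls were Siah plus tracer with DMSO for no effect and tracer alone without Siah for full effect; strong numbers were not always called active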
AID2073: disruptors of CaV2.2 binding to Mint1 – biochemical, HTRF (AID 2073); actives 0.19% (n = 290,000); HTRF protein-protein interaction, Mint1-CaV2.2; higher % means a stronger effect; inhibition, % at 20 µM; hits with a dose series show IC50 in µM; in the data active = inhibition mostly above about 51%, no sharp cut-off; also: some results filed as inactive read as strong as hits
HIV peptide binding: inhibitors of HIV fusion peptide binding, primary screen, biochemical, uHTS, fluorescence dequenching (AID 1986); actives 0.3% (n = 290,000); cell-free peptide binding, fluorescence dequenching, 30 min; higher % means a stronger effect; inhibition, % at 20 µM, or IC50 in µM where a hit was titrated; in the data active = inhibition mostly above about 52%, no sharp cut-off; inactive = mostly below about 76%; also: some results filed as inactive read as strong as hits
GPR35 arrestin U2OS: GPR35 antagonists blocking zaprinast-driven arrestin recruitment, primary screen, imaging, U2OS, beta-arrestin-GFP, zaprinast agonist (AID 2058). inhibition, % at 10 µM; hits with a dose series show IC50 in µM. actives 0.052% (n = 290,000). U2OS GPR35 beta-arrestin-GFP translocation imaging, zaprinast antagonism; higher % means a stronger effect;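 active = inhibition of at least 50% with at least 30 cells and total cytoplasm GFP at most 10,000,000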
NTR1 ag cell count 20 µM: second read-out of NTR1 ag, no call of its own (marks repeat the call); cell count; measured here: cell count, cytotoxicity flag
Dengue-2 NS5 capping pilot replicate: also measured in Dengue-2 NS5 capping; calls as there; inhibition, %; measured here: pilot screen replicate inhibition
* marks the source's active call; other numbers are inactive results; i = inactive; / = not tested or not shown; [ ] = dose if it differs, or a comment.

SMILES | GPR55 antagonists | K1F lysis inhibition | GPR55 activation | Dengue-2 NS5 capping | NTR1 ag | NTR1 ag cell count 20 µM | SIAH1 antagonists | AID2073 | HIV peptide binding | GPR35 arrestin U2OS | others
CC(C)N1C(=S)SC2CS(=O)(=O)C=C21 (configuration not stated) | 23% | 0.3% | 0.3% | 3% | -1.1 | 45 | 3% | -1% | 2.5% | 8%
C=CCSc1n[nH]c2nc3c(c(=O)n12)C1(CCCC1)Cc1ccccc1-3 | 1% | 0.1% | -0.3% | -7% | 10 | 44 | 8% | 24% | 1.3% | -3%
O=C(NC(=S)N1CCN(c2ccc([N+](=O)[O-])cc2)CC1)c1ccc(F)cc1 | 14% | 8.7% | 0.3% | 0% | -1.3 | 53 | -4% | -28% | -0.1% | 7%
CCOc1cc(C(=O)NC(=S)Nc2cccnc2)cc(OCC)c1OCC | 0% | 0.1% | 0.0% | -6% | -1.9 | 41 | 8% | -12% | -1.5% | -6%
CCN(CC)S(=O)(=O)c1cccc(C(=O)N/N=C(\C)c2ccc(O)cc2O)c1 | 13% | 0.1% | -0.2% | -81% | 2.6 | 55 | 13% | 17% | 4.4% | -9%
COc1ccc(-c2csc(=NCCO)n2-c2ccccc2)cc1 | 12% | 2.5%[50 µM] | 0.3% | -1% | / | / | 1% | -1% | 0.9% | -6%
C=CCc1cc(Cl)ccc1OC(=O)Nc1cccc(Cl)c1 | 16% | 0.3%[50 µM] | -0.1% | 5% | 1.5 | 73 | 1% | -7% | -0.8% | 34%
c1ccc(Nc2nc(-c3ccccc3)ns2)cc1 | 2% | -1.5% | 0.3% | -4% | 0.6 | 37 | -2% | 9% | -1.2% | 8%
CC(C)N(C)C1CCN(C(=O)Nc2ccc(Cl)c(Cl)c2)CC1 | 18% | 3.2% | -0.1% | -10% | -2.8 | 56 | 0% | 0% | -1.4% | 2%
C=C(C)c1cccc(C(C)(C)NC(=O)NCc2cccnc2)c1 | 12% | -0.1% | -0.1% | -2% | 0.1 | 65 | 2% | -20% | -2.5% | 18%
COc1ccc(CNCCNC(=O)c2cccs2)cc1OC | 7% | -0.6% | -0.2% | -11% | -0.8 | 43 | 4% | 2% | 0.6% | 7%
CCc1ccccc1OCCCN1CCCC1 | 9% | 0.4% | 0.2% | -6% | 1.6 | 54 | 13% | 8% | 0.7% | 12% | Dengue-2 NS5 capping pilot replicate=-5.8
O=C(NCc1cccnc1)c1cccc(NC(=O)c2ccco2)c1 | 2% | -5.1% | 1.4% | -4% | -1.3 | 61 | 30% | 2% | 0.2% | -6%
O=C(CSc1ccccc1)Nc1ccc(N2CCOCC2)cc1 | 2% | 3.2% | 0.4% | -6% | -1.2 | 67 | 4% | -3% | -1.9% | 4%
CCOc1ccc(NC(=O)/C(=C\c2ccc(OC(C)=O)c(OC)c2)NC(C)=O)cc1 | 0% | 0.8%[50 µM] | 0.2% | -5% | -2.0 | 75 | -4% | 17% | 3.0% | -3%
CCc1ccc(-c2nn(Cc3ccccc3)cc2/C=C/C(=O)O)cc1 | 6% | 0.2% | -0.1% | -3% | 0.5 | 41 | 0% | 1% | 6.9% | -19%
CC(C)(C)c1cc(C(=O)NNc2cc(C(F)(F)F)ccc2Cl)n(Cc2ccccc2)n1 | 16% | 0.8% | -0.2% | -8% | 11 | 39 | 3% | -1% | 1.2% | 39%
O=C(CSCC(=O)N1CCCc2ccccc21)Nc1nc(-c2ccccc2)cs1 | 14% | 2.8% | -0.3% | -3% | 3.6 | 55 | -8% | -2% | 0.8% | -3%
COc1ccc(Cc2nc(C(=O)Nc3ccc(Cl)cc3)cs2)cc1 | -4% | -2.9% | 0.0% | -8% | 33 | 83 | 3% | 6% | 0.7% | 14%
Cc1nc(C)c(-c2ccnc(/N=C/NO)n2)s1 | -3% | 0.8% | 0.0% | -3% | -0.6 | 57 | -2% | 15% | -1.2% | -8%
COc1ccccc1NC(=O)/C=C1\NC(=O)CS1 | 14% | -0.6% | -0.3% | -11% | 2.7 | 40 | 11% | 6% | -1.5% | -17%
Cc1ccc(-c2cc(C(=O)N3CCN(C(=O)c4ccco4)CC3)[nH]n2)c(C)c1 | 0% | 0.5% | -0.2% | -4% | -0.1 | 67 | 6% | 3% | 0.3% | -11%
CC1CCN(C(=O)c2cc(N3C(=O)C4C5CCC(C5)C4C3=O)ccc2Cl)CC1 (configuration not stated) | -4% | / | 0.0% | / | 2.7 | 50 | 0% | -8% | -0.9% | 6%
Cc1cccc(NC(=O)CNC(=O)COc2cc(F)ccc2[N+](=O)[O-])c1C | 7% | 0.0% | 0.0% | -1% | 0.4 | 37 | -2% | 6% | -1.8% | -11%
CCOC(=O)N1CCN(c2c(NCCCOC(C)C)c(=O)c2=O)CC1 | -1% | -0.1% | -0.1% | -4% | -1.2 | 77 | 1% | 0% | 1.0% | -14%
O=c1oc(-c2ccccc2)nc2c1C1(CCCCC1)Cc1ccccc1-2 | -6% | -0.1% | -0.1% | -7% | 4.0 | 78 | -1% | 14% | 0.2% | 14%
CCCN1C(=O)SC(CC(=O)Nc2ccc(Br)cc2)C1=O (configuration not stated) | 14% | 1.9% | -0.1% | -5% | 2.5 | 56 | -1% | -7% | -1.4% | 7%
CCOC(=O)N1CCC(N2C(=O)c3ccc(C(=O)Nc4ccc(F)cc4F)cc3C2=O)CC1 | 1% | -0.6% | 0.3% | -1% | -1.3 | 42 | 0% | 22% | 2.0% | -11%
COCCNC(=S)N(CCc1c(C)[nH]c2ccc(C)cc12)Cc1cc(OC)c(OC)c(OC)c1 | -4% | -0.5% | -0.3% | -3% | -1.0 | 96 | -13% | -8% | -0.9% | -6%
Cn1c(C(=O)O)c(CC(=O)Nc2ccc3c(c2)OCCO3)c2ccccc21 | 7% | -1.1% | -0.3% | -8% | -1.6 | 56 | 5% | 23% | 0.4% | -8%

Molecules above that have two or more sulfur atoms, in the order listed:
SMILES | GPR55 antagonists | K1F lysis inhibition | GPR55 activation | Dengue-2 NS5 capping | NTR1 ag | NTR1 ag cell count 20 µM | SIAH1 antagonists | AID2073 | HIV peptide binding | GPR35 arrestin U2OS | others
CC(C)N1C(=S)SC2CS(=O)(=O)C=C21 (configuration not stated) | 23% | 0.3% | 0.3% | 3% | -1.1 | 45 | 3% | -1% | 2.5% | 8%
O=C(CSCC(=O)N1CCCc2ccccc21)Nc1nc(-c2ccccc2)cs1 | 14% | 2.8% | -0.3% | -3% | 3.6 | 55 | -8% | -2% | 0.8% | -3%

The list goes on.
SMILES | GPR55 antagonists | K1F lysis inhibition | GPR55 activation | Dengue-2 NS5 capping | NTR1 ag | NTR1 ag cell count 20 µM | SIAH1 antagonists | AID2073 | HIV peptide binding | GPR35 arrestin U2OS | others
COC(=O)Cc1cc(OC)c(OC)cc1S(=O)(=O)N(C)C | -5% | -0.2% | 0.7% | 3% | 0.8 | 45 | -9% | 7% | -0.1% | 2%
CCN(CC)CCNC(=S)Nc1ccc2nc(N3CCN(C)CC3)cc(C)c2c1 | 11% | 0.1% | -0.2% | -10% | -0.1 | 71 | 0% | 4% | -0.1% | -14%
COc1ccc(OC)c(N(CC(=O)Nc2cccnc2)S(C)(=O)=O)c1 | 0% | 3.5% | -0.1% | -5% | -1.4 | 42 | -6% | -4% | 12% | 26%
CCC(=O)Nc1ccc(NC(=S)NC(=O)Cc2ccccc2)cc1 | 10% | 6.5% | 0.8% | -4% | -0.6 | 43 | 2% | -1% | -1.9% | -2%
Cc1ccc(C)n1-c1ccc(N(C)C)cc1 | 5% | 7.5% | 0.2% | 8% | -1.1 | 56 | 0% | 5% | 3.0% | 9%
COCCn1c(-c2cc(OC)c(OC)c(OC)c2)nc2oc3cc(OC)ccc3c(=O)c2c1=O | -1% | / | 0.3% | / | 2.8 | 47 | 0% | 25% | -2.7% | -6%
O=C(NCCCN1CCOCC1)c1cc2c(s1)-c1ccccc1OC2 | -9% | 0.1% | -0.1% | -6% | -1.9 | 57 | -4% | 42% | -1.0% | 10%
CCOCCn1c(CN(C)Cc2ccccc2)nc2c1c(=O)n(C)c(=O)n2C | 12% | 5.2% | -0.1% | -2% | -1.7 | 59 | -7% | 13% | 0.8% | -1%
O=C(c1snnc1-c1ccccc1)N1CCOCC1 | -8% | 0.3% | 0.0% | -6% | 1.6 | 23 | 1% | -11% | -0.2% | -10%
O=C(c1ccc2ccccc2n1)N1CCN(c2ccccc2Cl)CC1 | -3% | -0.2% | 0.2% | / | -0.3 | 30 | 5% | 3% | -0.1% | 9%
Cn1cc(S(=O)(=O)NC(c2ccccc2)c2ccccc2)c(=O)n(C)c1=O | -19% | 0.1% | 0.1% | 2% | -1.1 | 53 | -8% | 3% | 0.0% | 6%
COc1ccc(C(=O)Cn2nnc(-c3ccccc3NC(=O)C(F)(F)F)n2)cc1 | -6% | i | -0.1% | 5% | -0.5 | 58 | -3% | 18% | 2.0% | -10%
Cc1ccc(S(=O)(=O)N2CCN(C(=O)COC(=O)c3c(C)noc3C)CC2)c(C)c1 | 12% | 0.0% | 0.7% | 4% | -0.8 | 61 | 27% | 7% | 0.0% | 14%
N#Cc1ccccc1Sc1ccccc1C(=O)OCC(=O)NC1CCS(=O)(=O)C1 (configuration not stated) | -4% | 3.5% | -0.2% | 0% | 1.5 | 55 | -4% | -21% | -2.4% | 12%
COc1ccccc1NC(=S)N1CCN(C(=O)c2ccco2)CC1 | 11% | 0.0% | 0.6% | -5% | -1.9 | 88 | 0% | -4% | -1.8% | 0%
O=C(/C(=C/c1cccnc1)n1ccnc1)c1ccc(Cl)cc1Cl | 15% | 0.0% | 2.1% | -16% | 0.0 | 42 | 11% | 8% | 0.1% | 2%
COc1ccc(N(CC(=O)Nc2cccc(F)c2)S(=O)(=O)c2c(C)[nH]c(=O)[nH]c2=O)cc1 | 4% | -0.4% | -0.1% | 0% | -1.5 | 56 | -4% | -3% | 3.6% | -3%
Cc1onc(-c2ccccc2Cl)c1C(=O)Nc1ccc(-n2nncc2-c2ccco2)cc1 | 11% | -1.7% | 0.3% | -10% | 0.2 | 58 | 1% | 3% | -0.3% | 4%
CCNC(=O)CN(c1ccc(OC)c(OC)c1)S(=O)(=O)c1ccccc1 | 4% | 0.6% | 0.0% | -6% | -5.8 | 80 | -2% | 6% | -0.2% | -18%
CCn1ccc(C(=O)Nc2ccc(S(=O)(=O)Nc3ccccc3OC)cc2)n1 | 6% | / | -0.2% | / | 0.7 | 44 | -1% | -6% | -2.2% | 7%
COc1cc2c(cc1NC(=S)NC(=O)/C=C/c1ccc(OC)c(OC)c1)oc1ccccc12 | 14% | -0.2% | 0.1% | 2% | / | / | 1% | 14% | 1.2% | -18%
O=C(c1ccc(S(=O)(=O)N2CCCC2)cc1)N1CCCCCC1 | 10% | 0.2% | -0.2% | -3% | 0.1 | 55 | 4% | -1% | 1.8% | 10%
